Screening data: PubChem BioAssay, Sanford-Burnham Center for Chemical Genomics
MIN6 prolif: MIN6 beta-cell proliferation induction; proliferation, % at 10 µM; MIN6 cells proliferation, ATPlite luminescence, 48 h; cells starved in 0.2% serum; 100% = growth in 10% serum; hit rate 0.29% among 330,000;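 active = compounds whose signal lies at least 3.5 SD above the mean of all wells on their plate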;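 also: 0% = DMSO-treated cells in low-serum medium and 100% = 10% serum control; some compounds called inactive have numbers as strong as hits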
ATG4B inhibitor: blocks human ATG4B protease cleavage of LC3 substrate. inhibition, % at 8.33 µM. hit rate 0.51% among 340,000. ATG4B cleavage of LC3-PLA2, NBD-HPC fluorescence, 1 h. AID 504462; in the data active = inhibition above about 40%
mIAP inh: blocks mouse intestinal alkaline phosphatase; purified mouse IAP, CDP-Star luminescence, 30 min; inhibition, % at 10 µM; hit rate 0.2% among 330,000; AID 2806;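 active = inhibition of at least 40% at 10 µM in the primary screen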;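 also: plate controls were DMSO with enzyme for no effect and no enzyme wells for full effect; values of inactives mirror those of a sister screen read the other way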
hIAP block: human IAP inhibition | purified IAP, CDP-Star luminescence, 30 min | hit rate 0.12% among 330,000 | inhibition, % at 10 µM;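 active = inhibition reaching a set limit with compound at 10 µM in the primary screen, cut at about 35% in these data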;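 also: plate controls were DMSO wells with enzyme for no effect and no-enzyme buffer wells for full effect; values of inactives mirror those of a sister screen read the other way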
Target sequence (P09923 whole entry, looked up): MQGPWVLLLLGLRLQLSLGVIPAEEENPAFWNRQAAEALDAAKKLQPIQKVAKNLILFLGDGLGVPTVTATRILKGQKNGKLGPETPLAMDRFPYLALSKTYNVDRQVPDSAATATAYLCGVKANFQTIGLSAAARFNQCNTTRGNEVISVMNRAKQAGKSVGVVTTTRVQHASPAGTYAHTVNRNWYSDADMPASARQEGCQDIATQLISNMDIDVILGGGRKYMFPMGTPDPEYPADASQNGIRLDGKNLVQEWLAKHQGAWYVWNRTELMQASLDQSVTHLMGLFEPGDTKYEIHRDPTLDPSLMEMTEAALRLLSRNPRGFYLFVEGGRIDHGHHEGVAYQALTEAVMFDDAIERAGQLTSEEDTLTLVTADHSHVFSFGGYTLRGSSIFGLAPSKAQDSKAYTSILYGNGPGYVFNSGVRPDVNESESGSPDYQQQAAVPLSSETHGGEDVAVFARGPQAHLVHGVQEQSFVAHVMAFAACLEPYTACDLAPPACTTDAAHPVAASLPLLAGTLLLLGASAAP
APOBEC3G inh: inhibitors of human APOBEC3G DNA deaminase; inhibition, % at 20 µM; Q9HC16; recombinant A3G, ssDNA deamination FAM/TAMRA fluorescence; hit rate 0.28% among 330,000;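 active = inhibition of at least 40% at 20 µM, with no more than 30% in the related APOBEC3A deaminase screen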;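 also: plate controls were DMSO wells with A3G for no effect and wells lacking A3G enzyme for full effect; some compounds called inactive have numbers as strong as hits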
Target sequence (Q9HC16 whole entry, looked up): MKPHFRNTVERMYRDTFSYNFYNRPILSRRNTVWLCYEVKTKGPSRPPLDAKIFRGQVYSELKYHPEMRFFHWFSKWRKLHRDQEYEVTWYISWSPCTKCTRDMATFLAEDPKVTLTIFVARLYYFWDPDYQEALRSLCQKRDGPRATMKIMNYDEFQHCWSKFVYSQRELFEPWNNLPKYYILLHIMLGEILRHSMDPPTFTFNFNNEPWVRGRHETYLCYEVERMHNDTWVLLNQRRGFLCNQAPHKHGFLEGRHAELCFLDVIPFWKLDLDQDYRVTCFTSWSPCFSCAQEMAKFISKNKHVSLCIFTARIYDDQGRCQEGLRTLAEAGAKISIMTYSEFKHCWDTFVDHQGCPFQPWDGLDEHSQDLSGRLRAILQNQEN
APOBEC3A inh: inhibitors of human APOBEC3A DNA deaminase; P31941; recombinant A3A, FAM/TAMRA ssDNA deamination fluorescence; inhibition, % at 20 µM; hit rate 0.41% among 330,000; AID 493011;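 active = at least 40% inhibition at 20 µM here, with at most 30% in a related deaminase screen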;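 also: plate controls were A3A with DMSO for no effect and wells lacking A3A enzyme for full effect; some results filed as inactive read as strong as hits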
Target sequence (P31941 whole entry, looked up): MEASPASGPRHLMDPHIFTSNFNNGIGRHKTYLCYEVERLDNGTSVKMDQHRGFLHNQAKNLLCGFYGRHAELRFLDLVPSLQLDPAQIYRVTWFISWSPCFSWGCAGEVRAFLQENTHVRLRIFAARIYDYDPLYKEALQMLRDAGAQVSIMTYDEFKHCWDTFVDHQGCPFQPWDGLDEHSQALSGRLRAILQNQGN
mIAP activ: mouse IAP activation. muIAP, CDP-Star luminescence, 30 min; hits give high values; 1 = vehicle-only enzyme signal, 0 = enzyme-free wells. AID 2805. hit rate 0.24% among 330,000. activation factor at 10 µM;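 active = activation factor of at least 2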; also: the source names both 10 and 20 µM as test concentration; values of inactives mirror those of a sister screen read the other way
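Assay system: mouse IAP enzyme / Compound: DMSO-dissolved test compounds / Timing: 30 min, room temperature / Measured by: luminescence from enzymatic CDP-Star hydrolysis / Control set: DMSO-only wells, enzyme-free buffer wells as negative control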
MPTP block: blocks calcium-induced mitochondrial swelling. isolated mouse mitochondria, Ca2+ swelling absorbance, 30 min. inhibition, % at 10 µM. hit rate 1.4% among 360,000. AID 602449;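 active = inhibition of 50% or more, scaled per plate between neutral and stimulator controls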;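 also: 0% = DMSO wells given calcium and 100% = 1 mM EGTA wells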
hIAP activ: increases human intestinal alkaline phosphatase activity | purified human IAP, CDP-Star luminescence, 30 min; hits give high values; 1 = vehicle-only enzyme, 0 = enzyme-free background | AID 2524 | P09923 | hit rate 0.16% among 330,000 | activation factor at 10 µM;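 active = activation factor of the enzyme at least 2-fold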; also: the source names both 10 and 20 µM as test concentration; values of inactives mirror those of a sister screen read the other way
Numbers without * were called inactive. Hits appear at their usual frequency. Share with any hit: about 3.3%.

SMILES | MIN6 prolif | ATG4B inhibitor | mIAP inh | hIAP block | APOBEC3G inh | APOBEC3A inh | mIAP activ | MPTP block | hIAP activ
O=c1[nH]cc(N(CCO)CCO)c(=O)[nH]1 | 0 | -6 | -12 | -12 | -4 | 3 | 1.1 | 0.2 | 1.1
Cc1ccc2nc(N(CCCN(C)C)C(=O)CN3C(=O)c4ccccc4C3=O)sc2c1 | -1 | -5 | 7 | 2 | -5 | 4 | 0.93 | -0.1 | 0.98
CC(Cl)C(=O)Nc1ncc(C(F)(F)F)cc1Cl (centres undefined) | 1 | 18 | 2 | 17 | -7 | -2 | 0.98 | -1.2 | 0.83
CS(=O)(=O)c1cccc(-c2csc(N3CCC(C(N)=O)CC3)n2)c1 | -1 | 34 | 7 | -4 | -8 | -4 | 0.93 | 2.2 | 1
COc1cccc(NC(=O)CSc2nnc(-c3cccs3)n2C)c1 | 6 | 1 | 0 | -20 | -2 | -3 | 1 | -0.9 | 1.2
O=C(COc1cc2oc(=O)c3c(c2cc1Cl)CCC3)Nc1ccc(CN2CCOCC2)cc1 | -2 | 6 | 0 | -21 | -7 | -2 | 1 | -0.9 | 1.2
COc1cc(NC(=O)C/C(C)=N/NC(=O)C(=O)NC2CCCCC2)c(OC)cc1Cl | -3 | -4 | 34 | -9 | -8 | -3 | 0.66 | 0.6 | 1.1
Cc1ccc(CC(=O)Nc2ccc(S(=O)(=O)N3CCOCC3)cc2)cc1 | 0 | 0 | -8 | 10 | -6 | -1 | 1.1 | 0.7 | 0.9
Oc1c(C(c2cccs2)N2CCOCC2)sc2ncnn12 (centres undefined) | 1 | -5 | -4 | 0 | -8 | 0 | 1 | 0.7 | 1
CC(=O)NC/C(C)=N\Nc1ccc([N+](=O)[O-])cc1 | -3 | -6 | 8 | 18 | -4 | 0 | 0.92 | 18 | 0.81
CCC(C(=O)NCCc1ccc(S(N)(=O)=O)cc1)c1ccccc1 (centres undefined) | -2 | 1 | 8 | -6 | -5 | -6 | 0.92 | 2.0 | 1.1
O=C(COC(=O)c1ccccc1)Nc1cc(S(=O)(=O)N2CCCCCC2)ccc1Cl | -1 | 1 | -8 | -9 | -5 | 0 | 1.1 | -1.3 | 1.1
COc1ccc(N2CCN(C(=O)Cc3ccc(OC)c(OC)c3)CC2)cc1 | -2 | 2 | 2 | -27 | -2 | 3 | 0.98 | -0.6 | 1.3
O=C(Cc1coc(-c2ccc(F)cc2)n1)NC1CCCCC1 | -1 | -7 | -6 | -9 | -2 | 2 | 1.1 | -0.5 | 1.1
COc1cc(CNCCCN2CCOCC2)ccc1OCC(=O)NC(C)(C)C | 4 | 9 | -2 | -3 | -6 | 4 | 1 | 0.8 | 1
CCCc1cc(=O)oc2c(C)c(O)c(CN3CCCCC3)cc12 | -1 | -4 | 12 | 10 | 0 | -1 | 0.88 | -0.1 | 0.9
CC(=O)Nc1ccc(S(=O)(=O)NCCS(=O)(=O)N2CCN(c3ccccc3)CC2)cc1 | -1 | -10 | 6 | -2 | -4 | -2 | 0.94 | -2.8 | 1
COc1cc(NC(=O)c2cc(-c3ccccc3)on2)cc(OC)c1OC | 3 | -9 | -3 | 11 | 4 | -2 | 1 | 1.1 | 0.89
CCCN(CCC)CC(O)CN(c1cc([N+](=O)[O-])ccc1OC)S(=O)(=O)c1ccccc1 (centres undefined) | 1 | -10 | -3 | 6 | 0 | 0 | 1 | -0.9 | 0.94
Cc1cc(NCCCn2ccnc2)n2nc(-c3ccc(Cl)cc3)cc2n1 | -4 | -15 | 7 | -14 | -1 | 0 | 0.93 | 0.4 | 1.1
O=C(Nc1ccc(N2CCCC2)cc1)c1cccc(-c2cc3ccccc3oc2=O)c1 | 0 | 34 | 24 | 7 | -2 | -4 | 0.76 | 5.2 | 0.93
Cc1nc([N+](=O)[O-])c(SCC(O)CCl)n1Cc1ccc(Cl)cc1 (centres undefined) | -2 | -7 | -3 | 4 | -6 | -4 | 1 | -2.0 | 0.96
COc1ccccc1NC(=S)N(CCCN(C)C)Cc1cc2cc3c(cc2[nH]c1=O)OCO3 | -3 | 6 | -5 | -29 | -10 | 2 | 1.1 | -0.4 | 1.3
Cc1cc2ccccn2c1C(C[N+](=O)[O-])c1ccc(N(C)C)cc1 (centres undefined) | -6 | 0 | 3 | -2 | -6 | -3 | 0.97 | 4.7 | 1
CC(C(=O)Nc1ccccc1)N1CCN(C(=O)c2ccco2)CC1 (centres undefined) | -1 | 0 | 6 | 2 | 1 | 4 | 0.94 | -0.2 | 0.98

The results go on.
SMILES | MIN6 prolif | ATG4B inhibitor | mIAP inh | hIAP block | APOBEC3G inh | APOBEC3A inh | mIAP activ | MPTP block | hIAP activ
Cc1cc(N)n(-c2ccc3ccccc3c2)n1 | -3 | -1 | -8 | -3 | -3 | -1 | 1.1 | -2.0 | 1
Cc1sc2ncnc(N3CCC(C(=O)Nc4nnc(SCc5ccccc5F)s4)CC3)c2c1C | -2 | -2 | 9 | 6 | -7 | 2 | 0.91 | 0.8 | 0.94
COc1ccc(S(=O)(=O)N2CCCCC2)cc1NC(=O)CCNC(=O)c1ccccc1Cl | 2 | -5 | 4 | 9 | -2 | 0 | 0.96 | -0.6 | 0.91
CC(=O)c1cccc(NC(=S)N2CCN(CCN3C(=O)c4cccc5cccc(c45)C3=O)CC2)c1 | -2 | -4 | -6 | 0 | 3 | -1 | 1.1 | -0.8 | 1
Cc1[nH]c2ccccc2c1C(=O)CSc1nc2ccccc2c(=O)n1CCCN1CCOCC1 | -6 | -25 | -36 | -39 | -2 | 3 | 1.4 | -1.0 | 1.4
COc1cc(OC)c(/C=N/NC(=O)c2ccc(NC(C)=O)cc2)cc1Br | 5 | 7 | -4 | -18 | -8 | 0 | 1 | -0.9 | 1.2
CCOC(=O)C(CC(=O)O)N1CCCCC1 (centres undefined) | 0 | -8 | -7 | 10 | 1 | 5 | 1.1 | -0.4 | 0.9
O=C(NCC1CCCO1)c1ccc(/C=N/O)nc1 (centres undefined) | -1 | -5 | 1 | -31 | -6 | -6 | 0.99 | -1.8 | 1.3
COc1cccc(S(=O)(=O)NCc2ccc3c(c2)OCO3)c1 | 5 | 1 | 0 | 3 | -1 | 1 | 0.99 | -0.5 | 0.97
Cc1cc(C)c(S(=O)(=O)N2CCN(C(=O)C(C)Cn3nc(C)nc3C)CC2)c(C)c1 (centres undefined) | -3 | -1 | 2 | 12 | -9 | -4 | 0.98 | -0.2 | 0.88
Cn1cnnc1SCC(=O)Nc1ccc(S(N)(=O)=O)cc1 | -3 | 3 | -3 | -6 | -5 | -7 | 1 | 0.5 | 1.1
O=[N+]([O-])c1ccc(OCc2nnc(-c3ccccc3)o2)cc1 | 2 | -2 | 8 | 10 | -5 | -2 | 0.92 | -1.4 | 0.9
Cc1ccc(NC(=O)COC(=O)CNC(=O)c2ccc(C)s2)cc1 | 0 | -7 | -3 | 8 | 2 | -5 | 1 | 0.2 | 0.92
Cc1cc(C)cc(OCC(=O)Nc2cc(C)on2)c1 | -2 | -1 | 9 | -1 | -4 | 3 | 0.91 | -1.4 | 1
CC(Nc1ccc2ccccc2c1)C(=O)N/N=C/c1ccncc1 (centres undefined) | 2 | -3 | 11 | 12 | -8 | -7 | 0.89 | 0.3 | 0.88
COc1ccccc1NC(=O)c1sc2nc(-c3ccco3)ccc2c1N | -4 | -6 | 18 | 17 | 1 | 1 | 0.82 | 1.9 | 0.83
O=C(Nc1ccc([N+](=O)[O-])cc1)C1CC1(c1ccccc1)c1ccccc1 (centres undefined) | -6 | -9 | 3 | 7 | -5 | -1 | 0.96 | 92* | 0.93
CCCn1c(=NC(C)=O)c(C(=O)OCC)cc2c(=O)n3ccccc3nc21 | 2 | -24 | -6 | 14 | -4 | -1 | 1.1 | -1.3 | 0.86
CCOC(=O)c1c(C)[nH]c(C)c1C(=O)CSc1nc2ccccc2[nH]1 | 0 | 0 | 8 | -2 | -6 | 1 | 0.92 | 0.1 | 1
CCOC(=O)C1CCN(C(=O)c2ccc3c(c2)C(=O)N(c2ccccc2C)C3=O)CC1 | -3 | -4 | -2 | -16 | -5 | -1 | 1 | -2.3 | 1.2
CC(C)COC(=O)C1C2C=CC3(CN(C4CCCC4)C(=O)C13)O2 (centres undefined) | 2 | 0 | -2 | -6 | 1 | 2 | 1 | -0.9 | 1.1
COc1cc(/C=N/NC(=O)CC2C(=O)NN=C2C)ccc1O (centres undefined) | -3 | -6 | 5 | -9 | -3 | 2 | 0.95 | 0.8 | 1.1
CCC1=NN2C(=N)/C(=C/c3cc(C)n(-c4ccccc4)c3C)C(=O)N=C2S1 | -3 | -6 | -2 | 4 | -6 | -4 | 1 | 4.1 | 0.96
Cc1ccc(C(=O)Nc2cccc3ncccc23)cc1[N+](=O)[O-] | -1 | -7 | -4 | 7 | -7 | -3 | 1 | 1.1 | 0.93
O=C1CCCC2=C1C(c1ccsc1)CC(=O)N2c1ccccc1 (centres undefined) | -1 | 2 | 7 | -5 | -5 | -1 | 0.93 | -0.4 | 1.1

Further structures follow.
SMILES | MIN6 prolif | ATG4B inhibitor | mIAP inh | hIAP block | APOBEC3G inh | APOBEC3A inh | mIAP activ | MPTP block | hIAP activ
CCOC(=O)C1CCCN(C(=O)C2CCN(c3nnc(-n4cccc4)s3)CC2)C1 (centres undefined) | -1 | 3 | -6 | 12 | -11 | -4 | 1.1 | 0.3 | 0.88
Cc1cc(C(=O)Nc2cccc(O)c2)co1 | -1 | -16 | -4 | -7 | -3 | -2 | 1 | -1.5 | 1.1
CC(=O)c1ccc(NC(=O)CSc2cn[nH]n2)cc1 | 0 | -9 | 1 | 10 | -7 | -4 | 0.99 | -1.1 | 0.9
Cc1nc2sc3c(c2c(=O)o1)CCC3 | -2 | -2 | 10 | 10 | -4 | 6 | 0.9 | -2.7 | 0.9
COc1cccc(CNC(=O)CCC2CCCN(C(=O)c3cc4ccccc4o3)C2)c1 (centres undefined) | 1 | 9 | -3 | -13 | -7 | 3 | 1 | 0.2 | 1.1
CCn1c(SCc2nc3ccccc3[nH]2)nnc1-c1cccnc1 | -3 | 17 | 0 | -32 | -2 | -2 | 1 | -0.9 | 1.3
CSCC[C@H](NC(=O)c1cccnc1)c1nnc2ccccn12 | -2 | 1 | 6 | -7 | -3 | -7 | 0.94 | -1.2 | 1.1
CCOC(=O)c1c(C)[nH]c(C(=O)CN2C(=O)NC(C)(c3ccc4ccccc4c3)C2=O)c1C (centres undefined) | -6 | -5 | 6 | 2 | -8 | 2 | 0.94 | -0.4 | 0.98
COCCCNC(=O)C1c2ccccc2Oc2ccccc21 | -3 | 3 | -2 | 3 | -10 | -3 | 1 | -0.2 | 0.97
COc1ccccc1C(=O)NCCC(=O)Nc1ncccc1O | -4 | 10 | 5 | 25 | -6 | -3 | 0.95 | 1.2 | 0.75

One compound at a time (already shown). Order of screens: MIN6 prolif, ATG4B inhibitor, mIAP inh, hIAP block, APOBEC3G inh, APOBEC3A inh, mIAP activ, MPTP block, hIAP activ
CCOC(=O)c1c(C)[nH]c(C(=O)CN2C(=O)NC(C)(c3ccc4ccccc4c3)C2=O)c1C (centres undefined) in the list: -6, -5, 6, 2, -8, 2, 0.94, -0.4, 0.98
CCn1c(SCc2nc3ccccc3[nH]2)nnc1-c1cccnc1 in the list: -3, 17, 0, -32, -2, -2, 1, -0.9, 1.3
COc1ccccc1C(=O)NCCC(=O)Nc1ncccc1O in the list: -4, 10, 5, 25, -6, -3, 0.95, 1.2, 0.75
CSCC[C@H](NC(=O)c1cccnc1)c1nnc2ccccn12 in the list: -2, 1, 6, -7, -3, -7, 0.94, -1.2, 1.1
Cc1nc2sc3c(c2c(=O)o1)CCC3 in the list: -2, -2, 10, 10, -4, 6, 0.9, -2.7, 0.9
